Screening data as filed in PubChem BioAssay.
HTR5A ag ctr: HTR5A agonism, opioid heterodimer counter-screen; activation, % at 9.3 µM; 340,000 compounds, 0.61% hits; HTR5A agonist assay, luminescence, cell-based; P47898; in the data active means activation mostly above about 9.5%, no sharp cut-off; inactive means mostly below about 7.6%;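 further: 0% = cells with vehicle only and 100% = reference agonist; strong numbers were not always called active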
RTF Ca sens act: cardiac RTF calcium sensitization. P19429+P45379. 340,000 compounds, 0.24% hits. activation, % at 7.2 µM. IANBD-labeled TnC RTF fluorescence at EC20 calcium; 0% EC20 calcium, 100% full calcium. AID 493008;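 active means activation above the mean over all tested compounds plus 3 SD, cut at about 30% in these data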;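 further: rise in fluorescence read as greater calcium sensitivity of cardiac thin filaments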
SR-BI HDL uptake: blocks mouse SR-BI lipid uptake from DiI-HDL. Q61009. ldlA[mSR-BI] CHO cells, DiI-HDL uptake fluorescence, 3 h. inhibition, % at 12.5 µM. 320,000 compounds, 0.96% hits;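 active means mean replicate inhibition of at least 70% and a set share of replicates each scoring 70 or more; inconclusive means meets just one of the two criteria; inactive means fails both criteria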;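 further: 0% = median of neutral control wells and 100% = median of positive control wells; values of inactives mirror those of a sister screen read the other way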
PvdQ inh: P. aeruginosa PvdQ acylase inhibition | purified PvdQ acylase, fluorescence plate reader | inhibition, % at 10 µM | 340,000 compounds, 0.063% hits | AID 488965; in the data active means inhibition above about 30%, passing the limit was not always enough; inconclusive means no clear call, values can overlap the other calls;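 further: 0% = vehicle neutral wells and 100% = reference inhibitor wells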
dFosB activator: enhances mouse delta FosB homodimer DNA binding; 340,000 compounds, 0.99% hits; P13346; AID 493131; activation, % at 25 µM; purified delta FosB, TAMRA-CDK5 oligo fluorescence polarization; percent of positive-control signal above neutral wells;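 active means mean activation above about 17%, with every replicate also reaching it, limit read from the data, passing the limit was not always enough; inconclusive means only one of the two conditions met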;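 further: fluorescence polarization rise as delta FosB binds a TAMRA Cdk5 AP-1 oligo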
CDK5 p35 inh: inhibitors of human CDK5/p35 kinase | Recombinant CDK5/p35, ADP-Glo luminescence, 60 min | 330,000 compounds, 0.01% hits | Q00535+Q15078 | inhibition, % at 10 µM;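 active means highest replicate inhibition of at least 50% and at least 75% of replicates reaching 50%; inconclusive means only one of the two criteria met; inactive means both criteria failed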;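 further: plate controls were DMSO neutral control for no effect and GW8510 at 10 µM for full effect; many of its hits are not listed in these tables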
Target sequence (Q00535 whole entry, looked up): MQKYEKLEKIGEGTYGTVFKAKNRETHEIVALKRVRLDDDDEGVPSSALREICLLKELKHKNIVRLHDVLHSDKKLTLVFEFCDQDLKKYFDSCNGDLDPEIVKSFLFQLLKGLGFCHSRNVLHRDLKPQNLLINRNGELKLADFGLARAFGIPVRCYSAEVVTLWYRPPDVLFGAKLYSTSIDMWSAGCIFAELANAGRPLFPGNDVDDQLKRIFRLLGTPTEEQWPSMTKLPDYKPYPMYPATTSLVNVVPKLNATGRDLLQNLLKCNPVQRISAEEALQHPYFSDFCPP
Target sequence (Q15078 whole entry, looked up): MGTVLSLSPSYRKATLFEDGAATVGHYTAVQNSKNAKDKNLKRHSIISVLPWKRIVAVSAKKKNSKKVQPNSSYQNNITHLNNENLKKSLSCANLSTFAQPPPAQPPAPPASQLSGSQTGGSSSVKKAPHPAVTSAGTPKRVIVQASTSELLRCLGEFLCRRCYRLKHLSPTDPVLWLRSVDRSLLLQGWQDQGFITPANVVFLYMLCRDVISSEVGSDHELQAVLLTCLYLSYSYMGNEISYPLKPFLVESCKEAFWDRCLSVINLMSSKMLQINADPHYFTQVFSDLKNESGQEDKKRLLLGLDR
Rtt109 Vps75: blocks Candida albicans Rtt109/Vps75 acetyltransferase activity; Q5AAJ8; purified Rtt109/Vps75, ThioGlo CoA-SH fluorescence, 4 h; inhibition, % at 34.9 µM; 330,000 compounds, 0.16% hits; AID 540336;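 active means inhibition of at least 50% in every replicate; inconclusive means best replicate reaches 50% inhibition but some replicates fall short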
Target sequence (Q5AAJ8 whole entry, looked up): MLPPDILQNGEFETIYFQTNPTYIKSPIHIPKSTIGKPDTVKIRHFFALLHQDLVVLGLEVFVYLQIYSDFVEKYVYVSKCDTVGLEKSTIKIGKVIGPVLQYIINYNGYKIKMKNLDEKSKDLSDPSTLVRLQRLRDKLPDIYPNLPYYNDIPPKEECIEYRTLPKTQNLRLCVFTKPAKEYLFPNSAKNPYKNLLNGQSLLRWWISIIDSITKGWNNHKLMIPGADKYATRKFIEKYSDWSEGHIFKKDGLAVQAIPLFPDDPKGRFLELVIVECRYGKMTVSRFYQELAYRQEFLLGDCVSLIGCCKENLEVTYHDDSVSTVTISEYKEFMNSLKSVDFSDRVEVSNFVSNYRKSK
Wnt act: Wnt/beta-catenin pathway activation; Wnt/beta-catenin reporter cell assay, activator, plate reader; activation, % at 9.35 µM; 300,000 compounds, 1.2% hits; in the data active means activation above about 30%, passing the limit was not always enough; inconclusive means no clear call, values can overlap the other calls;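 further: 0% = neutral control wells and 100% = positive control wells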
MITF TRPM1 HTS: activators of MITF-driven TRPM1 promoter activity in SK-MEL-5 cells; activation, % at 12.5 µM; SK-MEL-5 TRPM1-promoter luciferase, 24 h; % of positive control, neutral wells = 0; 300,000 compounds, 0.75% hits; AID 588334;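 active means mean activation of at least 80% with every replicate also reaching 80%; inconclusive means mean reaches 80% but some replicate falls short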;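 further: 0% = neutral control wells and 100% = parthenolide positive control wells; values of inactives mirror those of a sister screen read the other way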
SR-BI uptake up: SR-BI HDL lipid transfer activation. CHO ldlA[mSR-BI] cells, DiI-HDL uptake fluorescence, 3 h; 100 = double the neutral-control signal. activation, % at 12.5 µM. 320,000 compounds, 0.096% hits;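 active means mean replicate activation of at least 60% and every replicate at or above 60%; inconclusive means mean or all-replicate condition met, but not both; inactive means mean below 60% and not all replicates reaching 60%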;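 further: 0% = median plate neutral-control signal and 100% = twice that signal; values of inactives mirror those of a sister screen read the other way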
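System: CHO ldlA[mSR-BI] cells / Medium: HEPES-buffered (25 mM, pH 7.4) F12 plus 0.5% BSA / Probe or stimulus: labelled HDL, 10 µg/mL / Doses: single compound concentration, delivered by pin transfer / Schedule: 3 h, 37 °C / Measured by: DiI fluorescence, bottom read / Measure: cell-associated DiI fluorescence as measure of HDL uptake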
An asterisk follows results filed as active; ? = inconclusive; . = no result given.

#1 COc1ccc2c(c1)C1CC(C)(NC(=O)C1S(=O)(=O)c1ccc(F)cc1)O2 (configuration not stated)
#2 COc1ccc(/C=C(\NC(=O)c2cccs2)C(=O)NC(C)(C)C)cc1OC
#3 CCOC(=O)c1c(NC(=O)CSc2nnc(-c3ccco3)o2)sc(C(C)=O)c1C
#4 Cc1cc(C(=O)N/N=C/c2ccc(OCc3ccccc3)cc2)c(C)o1
#5 O=C1C=CC2(C=C1)O[C@H](Cc1ccccc1)[C@@H](Cc1ccccc1)O2
#6 CC(C)NC(=O)C1CCN(C(=O)N(C)C)CC1
Assay by compound	1	2	3	4	5	6
HTR5A ag ctr	1	-3	4	3	-5	2
RTF Ca sens act	-1	-2	-1	4	-6	12
SR-BI HDL uptake	6	-16	-8	24	10	-18
PvdQ inh	10	-5	-10	-16	-12	-5
dFosB activator	2	3	-9	-4	-22	-5
CDK5 p35 inh	-0.4	-0.2	-1.8	2.0	0.9	-0.8
Rtt109 Vps75	9	0	-4	1	6	3
Wnt act	-3	0	.	16	-6	.
MITF TRPM1 HTS	-5	.	-4	23	-96	-6
SR-BI uptake up	-6	16	8	-24	-10	18

#7 CCCCn1c(N)c(N(CCOC)C(=O)c2nn(CC)c(=O)c3ccccc23)c(=O)[nH]c1=O
#8 Cc1cc(C)n(CC(O)COCc2ccccc2)n1 (configuration not stated)
#9 COc1ccc(CCC(=O)NCCS(=O)(=O)N2CCN(c3ccc(OC)cc3)CC2)cc1
#10 COc1cc(C(=O)NC2CCCc3c2cnn3-c2ccccc2F)cc(OC)c1OC (configuration not stated)
#11 Cc1ccc(NC(=O)CSc2ncn(-c3ccccc3)n2)cc1C
#12 CCOCC(=O)Nc1nc2ccccc2s1
Assay by compound	7	8	9	10	11	12
HTR5A ag ctr	-4	-1	0	9	-1	2
RTF Ca sens act	0	-1	6	-6	4	-4
SR-BI HDL uptake	11	11	9	20	-26	15
PvdQ inh	15	-9	-13	7	10	-13
dFosB activator	-1	5	-10	-9	-10	4
CDK5 p35 inh	0.6	3.5	0.0	1.2	-0.4	2.9
Rtt109 Vps75	5	7	0	13	2	4
Wnt act	-5	0	0	-8	-2	6
MITF TRPM1 HTS	-9	-8	-6	-30	-1	12
SR-BI uptake up	-11	-11	-9	-20	26	5

#13 COc1cc(C(=O)NNC(=S)NC(=O)c2ccc(F)cc2)cc(OC)c1OC
#14 CCOc1ccc(C2c3[nH]c4ccccc4c3CCN2Cc2cccn2-c2ncccn2)cc1 (configuration not stated)
#15 Cc1ccc(C(=O)Nc2ccc(C(=O)N/N=C/c3cccnc3)cc2)cc1
#16 O=C(CSc1ccccn1)Nc1nc2ccccc2s1
#17 COc1ccc(CNCCNC(=O)c2nonc2N)cc1OC
#18 Cc1nc(-c2ccc(S(=O)(=O)Nc3cc(S(=O)(=O)N(C)C)ccc3C)s2)cs1
Assay by compound	13	14	15	16	17	18
HTR5A ag ctr	-6	-1	-3	6	9	6
RTF Ca sens act	6	1	-3	4	7	-3
SR-BI HDL uptake	19	.	.	-3	-51	15
PvdQ inh	3	2	0	-14	14	-6
dFosB activator	6	5	10	-20	2	3
CDK5 p35 inh	0.1	0.0	0.4	-0.5	-0.2	0.7
Rtt109 Vps75	4	6	7	5	-10	-2
Wnt act	-1	5	2	19	.	3
MITF TRPM1 HTS	3	-12	11	36	.	-13
SR-BI uptake up	-19	.	.	3	51	-15

#19 S=C(NCCN1CCOCC1)Nc1cccc(Cl)c1
#20 COc1cc2c(cc1OC)CN(C(=O)CSc1nnc3scc(-c4ccccc4)n13)CC2
#21 COc1cc2c(cc1OC)CN(CC(=O)Nc1cccc(C)c1)CC2
#22 COc1ccc(-c2noc(N3CCC(C(=O)NCCCN4CCC(C)CC4)CC3)n2)cc1
#23 COc1cc(Nc2nc3ccccc3n3nnnc23)cc(OC)c1OC
#24 O=C(COC(=O)c1ccc(Br)o1)Nc1ccc2c(c1)OCCO2
Assay by compound	19	20	21	22	23	24
HTR5A ag ctr	0	-2	2	1	6	-1
RTF Ca sens act	4	-6	6	4	5	4
SR-BI HDL uptake	-18	6	18	-23	4	-7
PvdQ inh	-9	11	0	-10	3	9
dFosB activator	-5	-4	0	-11	-18	0
CDK5 p35 inh	-1.9	-0.4	-0.5	-0.1	-0.4	0.1
Rtt109 Vps75	0	10	-2	-4	-1	11
Wnt act	.	-4	-7	-1	4	6
MITF TRPM1 HTS	-3	-21	.	-2	35	9
SR-BI uptake up	18	-6	-18	23	-4	7

#25 COc1ccc(OC)c(/C=C/C(=O)OCC(=O)Nc2ccc3c(c2)OCCO3)c1
#26 Cc1cc(C)nc(N2CCCC(C(=O)NCCc3ccccc3F)C2)n1 (configuration not stated)
#27 O=C(O)CC(NC(=O)C1CCCCC1)c1ccc(OC2CCCC2)cc1 (configuration not stated)
#28 Cc1cccc(N(CC(N)=O)C2SC(=O)N(c3ccccc3)C2=O)c1 (configuration not stated)
#29 CCOCCCNC(=O)NC(=O)CN1CCN(S(=O)(=O)c2ccc3c(c2)OCCO3)CC1
#30 O=C(NC(=S)N1CCCCC1)c1csc([N+](=O)[O-])c1
Assay by compound	25	26	27	28	29	30
HTR5A ag ctr	1	-2	0	-1	-3	.
RTF Ca sens act	0	4	-5	-4	-2	.
SR-BI HDL uptake	7	-6	7	-54	.	-12
PvdQ inh	-2	2	-10	-3	-19	-10
dFosB activator	13	9	0	?	-9	3
CDK5 p35 inh	2.4	0.7	0.4	-0.7	-1.9	0.8
Rtt109 Vps75	-9	3	-5	-3	-9	2
Wnt act	0	1	-1	.	-1	0
MITF TRPM1 HTS	-4	-5	13	-14	19	.
SR-BI uptake up	-7	6	-7	54	.	12

#31 Cc1cccc2c1cnn2C(=O)Nc1ccccc1Cl
#32 COc1ccccc1N1CC(C)(C)C(=O)N(C(=O)c2ccc(Cl)cc2)C1=S
#33 CC(C)OCCCNc1nc2c(cnn2C)c(=O)[nH]1
#34 O=C(C[C@H]1C/C=C\CC[C@H](Cc2ccc(F)cc2)C(=O)OCCNC1=O)NCCO
#35 CC(=O)Nc1ccc(NC(=O)N2CCCCC2)cc1
#36 COc1ccc(C(=O)NCC(=O)OCC(=O)NC2CCCCCC2)cc1OC
Assay by compound	31	32	33	34	35	36
HTR5A ag ctr	0	5	2	4	9	-4
RTF Ca sens act	3	-3	11	2	1	5
SR-BI HDL uptake	-4	-4	-10	-44	-32	-13
PvdQ inh	-10	-18	-11	-6	-15	-16
dFosB activator	3	-5	-2	-2	2	-3
CDK5 p35 inh	0.5	0.2	-6.2	0.4	-0.4	-0.1
Rtt109 Vps75	-4	3	-2	-2	0	-18
Wnt act	0	10	-3	-24	-5	-2
MITF TRPM1 HTS	14	.	11	-1	4	2
SR-BI uptake up	4	4	10	44	32	13

#37 Cc1ccc(C(=O)C2CC2)cc1C
#38 CCCc1[nH]nc2c1C(C1CCCCC1)C(C#N)=C(N)O2 (configuration not stated)
#39 O=C(Nc1ccc(Cl)c(C(F)(F)F)c1)N1CCCC(O)C1 (configuration not stated)
#40 CC(C)Sc1nc(SCC(=O)O)c2c3c(sc2n1)COC(C)(C)C3
#41 COc1ccccc1C(=O)NCCOc1ccc(C)c(C)c1
#42 CCCC(=O)N(c1ccc(C(=O)O)cc1)c1nc(-c2ccccc2)c(C)s1
Assay by compound	37	38	39	40	41	42
HTR5A ag ctr	2	5	2	0	-2	3
RTF Ca sens act	-8	-2	4	-5	-4	7
SR-BI HDL uptake	4	42	-3	-19	-7	-5
PvdQ inh	4	-19	-9	-8	13	-1
dFosB activator	-9	-8	-3	-3	1	-3
CDK5 p35 inh	0.9	2.4	-0.4	-2.4	0.9	1.2
Rtt109 Vps75	3	-4	-12	2	4	2
Wnt act	20	-1	.	23	1	-1
MITF TRPM1 HTS	-1	0	-3	23	.	-8
SR-BI uptake up	-4	-42	3	19	7	5

One compound at a time, from the list above. Values in the order: HTR5A ag ctr | RTF Ca sens act | SR-BI HDL uptake | PvdQ inh | dFosB activator | CDK5 p35 inh | Rtt109 Vps75 | Wnt act | MITF TRPM1 HTS | SR-BI uptake up
Cc1ccc(C(=O)C2CC2)cc1C across the screens: 2 | -8 | 4 | 4 | -9 | 0.9 | 3 | 20 | -1 | -4
COc1ccccc1C(=O)NCCOc1ccc(C)c(C)c1 across the screens: -2 | -4 | -7 | 13 | 1 | 0.9 | 4 | 1 | . | 7
CCCC(=O)N(c1ccc(C(=O)O)cc1)c1nc(-c2ccccc2)c(C)s1 across the screens: 3 | 7 | -5 | -1 | -3 | 1.2 | 2 | -1 | -8 | 5
O=C(Nc1ccc(Cl)c(C(F)(F)F)c1)N1CCCC(O)C1 (configuration not stated) across the screens: 2 | 4 | -3 | -9 | -3 | -0.4 | -12 | . | -3 | 3

(continued)
#43 CCn1c(=O)c([N+](=O)[O-])c(NCCCn2ccnc2)c2ccccc21
#44 CCOC(=O)C1CCN(c2ccc([N+](=O)[O-])cc2S(=O)(=O)N2CCOCC2)CC1
#45 CCN(CC)S(=O)(=O)c1cc(C)ccc1NC(=S)Nc1cccnc1
#46 COc1ccccc1NS(=O)(=O)c1cc(NC(=O)c2ccccc2[N+](=O)[O-])ccc1N1CCOCC1
#47 COc1ccc(NC(=O)CN2C(=O)c3ccccc3Sc3ccc(C(=O)N4CCOCC4)cc32)c(OC)c1
#48 O=C(COC(=O)/C=C/c1ccc(F)cc1)Nc1cccc(S(=O)(=O)N2CCCC2)c1
Assay by compound	43	44	45	46	47	48
HTR5A ag ctr	7	-5	1	-2	-1	2
RTF Ca sens act	5	-8	10	-4	0	1
SR-BI HDL uptake	-16	8	24	-5	10	15
PvdQ inh	-8	-6	-5	-12	-17	-11
dFosB activator	-3	-9	-5	-10	-10	-16
CDK5 p35 inh	-2.1	0.4	-4.7	-1.4	-2.4	-0.8
Rtt109 Vps75	5	-5	1	12	13	?
Wnt act	0	0	-2	-1	1	-1
MITF TRPM1 HTS	-6	-4	2	10	-3	-13
SR-BI uptake up	16	-8	-24	5	-10	-15
